Compound activity (PubChem)
BCR signal inh – chronic active BCR signaling inhibition | ABC-DLBCL IkBa-CBG/CBR reporter, luminescence ratio, 4 h | Potency, µM (series often up to 46.1 µM), without a hit: top-dose ratio change, negative = lower green/red ratio, actives largely listed as inhibitors | hit rate 0.05% among 340,000; active = well fitted inhibition curve with a large enough effect in the signal ratio, with a control signal flat, not every such curve was filed as active; inconclusive = small, poorly fitted or top-dose-only effect, or effect the other way, or a change in a side signal; the % refers to the signal ratio;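 note: potency is the fitted concentration of half-maximal effect; plate controls were basal doxycycline-induced cells for no effect and cells given 10 µM MG132 for full effect; MG132 reads +100%, hits lower the ratio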
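TMD8 ABC-DLBCL cells carrying doxycycline-inducible green luciferase fused to IkappaBalpha plus unfused red luciferase were exposed to compounds (up to 46 uM) for 4 hrs at 37C. Activity came from the overlap-corrected green/red luminescence ratio.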
Menin-MLL TR inh – inhibitors of human menin-MLL interaction, mutant MLL peptide | Menin + Texas Red MLL mutant peptide, fluorescence polarization | Potency, µM (titrated, usually from 61.6 µM), inactives show at the top dose FP activity change, negative = inhibition, actives largely listed as inhibitors | hit rate 0.23% among 270,000; active = well fitted inhibition curve with a large enough effect in the polarisation, with a control signal flat, not every such curve was filed as active; inconclusive = small, poorly fitted or top-dose-only effect, or effect the other way, or a change in a side signal; inactive = no such curve, though single readings can be large or run the other way; the % refers to the polarisation; note: potency is the fitted concentration of half-maximal effect; % of control where 0% means no effect; many of its hits are not listed in these tables
PKM2 act – increases activity of human pyruvate kinase M2 | P14618 | purified PKM2, Kinase-Glo ATP luminescence, activation; response scale: 0% is enzyme alone, no compound | Potency, µM (highest dose often 57.5 µM), inactives show at the top dose activation, most hits filed as activators | hit rate 0.34% among 260,000 | AID 1631; note: potency is the fitted concentration of half-maximal effect; % is set by controls: 0 for no effect and ±100 for the full control effect; nearly all actives have a fitted effect of over 55% in size
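Purified hPK-M2 (>95%) run at intermediate activity with 0.1 mM ADP and 0.5 mM PEP in 50 mM imidazole pH 7.2, KCl, MgCl2; 1 h room temperature. ATP formed read by Kinase-Glo luminescence; normalized to uninhibited and no-enzyme controls.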
Tb PFK block – inhibitors of T. brucei phosphofructokinase; AID 485367; T. brucei PFK, ADP-Glo luminescence; Potency, µM (series often up to 57.5 µM), for inactives: at the highest dose activity, negative = inhibition, usual class: inhibitors; O15648; hit rate 0.17% among 330,000;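 note: potency is the fitted concentration of half-maximal effect; 0% = uninhibited 1x PFK enzyme wells and -100% = no-enzyme wells; nearly all actives have a fitted effect of over 60% in size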
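In TEA buffer at pH 8.0 with 5 mM MgCl2, enzyme (1.25 nM) converted F6P (0.5 mM) and ATP (0.1 mM) for 45 min at room temperature. ADP product was read by luciferase luminescence.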
FBPA coupling cs – coupling enzyme interference in Giardia aldolase counter-screen; coupling enzyme system counterscreen, AmpLite Red fluorescence; activity change, negative = inhibition, % at 58.2 µM, hits read low; hit rate 0.67% among 290,000; in the data active = activity change below about -30%; note: % is set by controls: 0 for no effect and ±100 for the full control effect
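Counterscreen of the coupled detection system alone, without aldolase: glyceraldehyde-3-phosphate coupling enzymes plus AmpLite Red readout. Compounds at 57.5 uM final, 10 min RT preincubation, 20 min RT reaction, fluorescence 525/598 nm.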
PTAP TSG101 blk – blocks PTAP/TSG101 interaction to inhibit HIV-1 budding; AID 493005; Q99816; Fluorescence polarization, FITC-PTAP peptide / Tsg101 binding; Potency, µM (highest dose often 115 µM), inactives show at the top dose activity change, negative = inhibition, actives largely listed as inhibitors; 340,000 tested, under 10 active; active = well fitted inhibition curve with a large enough effect in the main read-out, with a control signal flat, not every such curve was filed as active; inconclusive = small, poorly fitted or top-dose-only effect, or effect the other way, or a change in a side signal; inactive = no such curve, though single readings can be large or run the other way; note: potency is the fitted concentration of half-maximal effect; % of control where 0% means no effect
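Tsg101 binding domain (10 uM final) was mixed with compound and a FITC-labeled PTAP peptide (50 nM final) in HEPES pH 7.5 buffer with NaCl, Tween 20, EDTA and TCEP; fluorescence polarization was read after 20 min at r.t.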
a7 integrin act – activators of alpha7 integrin expression for muscular dystrophy; alpha7betagal myoblasts, beta-gal FDG fluorescence, 48 h; Potency, µM (highest dose often 38.3 µM), inactives show at the top dose activation, usual class: activators; hit rate 0.064% among 350,000; AID 624291;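 note: potency is the fitted concentration of half-maximal effect; 100% = response of the positive control SU9516; nearly all actives have a fitted effect of over 60% in size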
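alpha7betagal+/- myoblasts (passage 13, 250/well) treated 48 h at 37C with compounds at 1:260 dilution of DMSO stock. Lysed, then beta-galactosidase activity read as FDG fluorescence (ex 480/em 540) after 30 min, with pre-read for autofluorescence.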
Giardia killer – Giardia lamblia killing; Giardia lamblia trophozoite viability; activity change, % at 7.66 µM, hits read low; hit rate 0.15% among 340,000; AID 540267; in the data active = activity change below about -80%; inconclusive = between about -30% and that limit;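 note: parasites exposed to compound for two days anaerobically before the ATP read; % is set by controls: 0 for no effect and ±100 for the full control effect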
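Trophozoites 100 cells/well + cpd; 48 hrs, 37 deg C, anaerobic. ATPLite 1-Step added, 15-30 min RT, luminescence read (ATP-based viability).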
B2AR arrestin – beta2AR (human) beta-arrestin recruitment activity; P07550; beta-arrestin recruitment to beta2AR, cell-based reporter; Potency, µM (doses to about 46.1 µM), without a hit: at the top dose activation, actives largely listed as activators; hit rate 0.02% among 330,000;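 note: potency is the fitted concentration of half-maximal effect; 0% = DMSO controls and full agonism = EC100 isoproterenol or metaproterenol; nearly all actives have a fitted effect of over 65% in size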
Target sequence (P07550 whole entry, looked up): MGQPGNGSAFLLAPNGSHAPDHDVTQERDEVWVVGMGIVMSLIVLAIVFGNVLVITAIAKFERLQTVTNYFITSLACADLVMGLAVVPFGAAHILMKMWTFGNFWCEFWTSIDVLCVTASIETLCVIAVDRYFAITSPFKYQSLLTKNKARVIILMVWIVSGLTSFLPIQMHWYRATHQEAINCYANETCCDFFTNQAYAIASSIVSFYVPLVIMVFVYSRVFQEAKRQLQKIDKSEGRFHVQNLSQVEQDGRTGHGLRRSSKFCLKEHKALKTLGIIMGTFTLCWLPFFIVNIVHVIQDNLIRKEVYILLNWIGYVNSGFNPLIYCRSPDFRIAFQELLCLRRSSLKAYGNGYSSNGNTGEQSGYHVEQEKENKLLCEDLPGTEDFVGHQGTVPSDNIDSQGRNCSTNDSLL
GALK inh – inhibitors of human galactokinase; Potency, µM (top dose mostly 57.5 µM), without a hit: top-dose activity change, negative = inhibition, actives largely listed as inhibitors; Purified GALK, Kinase-Glo residual ATP luminescence; AID 1868; hit rate 0.007% among 270,000; P51570; note: potency is the fitted concentration of half-maximal effect; % is set by controls: 0 for no effect and ±100 for the full control effect
Target sequence (P51570 whole entry, looked up): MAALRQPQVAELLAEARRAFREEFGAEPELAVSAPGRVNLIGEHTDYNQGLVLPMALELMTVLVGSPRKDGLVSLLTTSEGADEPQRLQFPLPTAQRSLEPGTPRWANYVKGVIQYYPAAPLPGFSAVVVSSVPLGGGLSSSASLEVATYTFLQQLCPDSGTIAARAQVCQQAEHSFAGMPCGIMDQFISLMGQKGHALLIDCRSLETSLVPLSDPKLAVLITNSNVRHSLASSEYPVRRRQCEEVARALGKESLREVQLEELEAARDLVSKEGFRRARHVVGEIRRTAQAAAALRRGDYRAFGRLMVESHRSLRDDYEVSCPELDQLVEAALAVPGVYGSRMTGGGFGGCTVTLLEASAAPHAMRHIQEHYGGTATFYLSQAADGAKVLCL
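Luminescence from leftover ATP (Ultra-Glo luciferase/luciferin) served as read-out after a 1 h room-temperature reaction of 5 nM GALK with 35 uM ATP and 100 uM galactose.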
S-ASM inh – human S-ASM enzyme inhibition | placental ASM, HMU-PC fluorogenic substrate, 60 min | hit rate 0.006% among 340,000 | Potency, µM (top dose mostly 57.5 µM), for inactives: top-dose activity change, negative = inhibition, actives largely listed as inhibitors | P17405; note: potency is the fitted concentration of half-maximal effect
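Steps: dispense placental human ASM, pin compound, wait 10 min at room temperature, add HMU-PC0 substrate at 9 uM final, incubate 60 min at 37 °C, add stop solution raising pH to 10, read fluorescence.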
The depositor's hits bear a star; u = inconclusive; x = no result given; & = joins results of further samples; [ ] = another dose, or the depositor's remark. Unless noted, calls come from the whole dose curve; as a rule, active = well fitted curve in the direction sought with a large enough effect; inconclusive = small, poorly fitted or top-dose-only effect, or another doubt; inactive = no such curve, though single readings can be large; an effect the other way counts as inactive or inconclusive. The list is partial (hit frequency here may not be typical).

SMILES	FBPA coupling cs	PTAP TSG101 blk	Giardia killer	GALK inh	B2AR arrestin	S-ASM inh	Menin-MLL TR inh	BCR signal inh	Tb PFK block	PKM2 act	a7 integrin act
CC(C)C[C@H](NC(=O)Nc1cccc(Cl)c1)C(=O)O	-3	-4%	-9	-1%	-0.2%	3%	6%	4%	-3%	-2%	-23%
CCOc1ccc(Nc2nc(N3CCOCC3)nc(N3CCOCC3)n2)cc1	2	-2%	36[activator]	-1%	-0.1%	2%	14%	0%	1%	-6%	-9%
CCC(C)(C(=O)NC1CCCCC1)N(Cc1cccs1)C(=O)c1ccccn1 (stereo unspecified)	5	1%	2	-2%	0.0%	0%	u	14%	2%	13%	-9%
O=C1CN(C(=O)COc2cccc(F)c2)c2ccccc2N1	0	x	x	0%	-0.4%	x	-19%	1%	-6%	0%	x
CCOc1ccc2c(C)c(C)c(=O)oc2c1OCC	2	-1%	9	-2%	-0.6%	-1%	-5%	0%	-2%	0%	-15%
O=C1C=CC(O)(c2cc(=O)c3c(O)cc(O)cc3o2)C=C1	1	-4%	-6	x	u	-1%	4%	u	-5%	18%	-40%
CCOC(=O)C1=C(CC)Nc2ccccc2N=C1NC(=O)c1cc(S(=O)(=O)N2CCOCC2)ccc1C	x	-3%	3	x	0.6%	2%	x	-1%	1%	x	-3%
C[C@H](CO)N1C[C@H](C)[C@@H](CN(C)S(=O)(=O)c2cn(C)cn2)Oc2ccc(NC(=O)C3CCCCC3)cc2C1=O	x	0%	36[activator]	x	0.5%	-2%	x	0%	0%	x	8%
COc1ccccc1COC(=O)N/C=C/c1ccco1	0	-1%	-18	-2%	0.7%	-3%	u	0%	-3%	18µM*	-8%
O=C(O)CC1SC(=Nc2cccc(O)c2)NC1=O (stereo unspecified)	-3	-3%	6	-3%	-1.6%	4%	-8%	u	0%	-5%	1%
CCCn1c(=O)[nH]c(=O)c2c1nc(-c1ccccc1OC(F)F)n2CCOC	-1	-1%	-22	10%	-0.7%	1%	-1%	-4%	-1%	-4%	-8%
CC(C)N(Cc1cc2ccccc2[nH]c1=O)C(=O)C1CCCCC1	3	2%	17	0%	u	5%	-1%	u	-4%	-6%	20%
O=C1c2ccccc2-c2nc3ncnn3c(-c3ccccc3Cl)c21	0	-2%	-20	1%	-0.1%	12%	13%[11.7 µM]	-2%	0%	0%	-18%
O=C(Cn1cc2c(n1)CCCCC2)NCCN1CCOCC1	2	-5%	-21	-2%	5.3%	3%	-1%	2%	2%	-21%	23%
Cc1onc(-c2ccccc2)c1C(=O)OCC(=O)Nc1ccc(OC(F)(F)F)cc1	x	-4%	26	x	0.7%	-11%	x	-11%	-2%	x	-8%

(cont.)
SMILES	FBPA coupling cs	PTAP TSG101 blk	Giardia killer	GALK inh	B2AR arrestin	S-ASM inh	Menin-MLL TR inh	BCR signal inh	Tb PFK block	PKM2 act	a7 integrin act
Cc1cc(C)c2sc(NC(=O)C3=COCCO3)nc2c1	-17	-2%	-3	-7%	-0.9%	-6%	14%	u	4%	-3%	-11%
COc1cc(/C=N/NC(=O)Cn2cnc3ccccc3c2=O)ccc1O	4	-7%	12	-1%	0.4%	16%	x	0%	-4%	0%	-21%
CCOc1nc(NCCO)nc(Nc2ccccc2F)n1	-3	0%	-4	0%	-0.1%	5%	2%	-3%	0%	5%	0%
CC(C)C[C@H](NC(=O)OC(C)(C)C)C(=O)N[C@@H](CO)[C@H](O)[C@@H]1C[C@@H]1C(=O)N(C)C	0	-4%	3	x	0.0%	0%	-1%	4%	1%	-2%	32%
CC(=O)Nc1ccc(S(=O)(=O)N2CCN=C2SCc2ccccc2C)cc1	x	-2%	1	-3%	0.1%	x	x	u	0%	-1%	-15%
CC(C)NCCOCCSc1ccc(Cl)cc1	8	-6%	22	-1%	0.6%	2%	14%	0%	-1%	1%	-56%[inhibitor]
COc1ccc(/C=N/Nc2ccc([N+](=O)[O-])cc2)cc1O	-7	-4%	-1	-5%	0.0%	-13%	u	u	-2%	x	-45%
O=C(Nc1ccccc1Cl)c1ccc(-n2cccn2)c([N+](=O)[O-])c1	2	-8%	3	2%	0.5%	-2%	u	u	-5%	-1%	17%
O=C(Nc1ccc2c(c1)OCCO2)C1CC(c2ccc(F)cc2)=NO1 (stereo unspecified)	1	-5%	23	x	0.7%	-1%	15%	u	-1%	x	14%
COc1cc(/C=C/C(=O)NCCc2ccc(S(N)(=O)=O)cc2)ccc1OCC#N	1	-1%	-12	-1%	-0.2%	-4%	x	-11%	-3%	-1%	6%
CS(=O)(=O)N(CC(=O)N1CCCCC1)c1sc2c(c1C#N)CCCC2	-2	-1%	-17	4%	0.1%	0%	-23%	5%	-1%	2%	-9%
CNC(=O)COc1coc(CN2CCN(Cc3ccccc3)CC2)cc1=O	x	-1%	-14	-2%	0.3%	1%	x	-3%	-2%	x	-13%
C=CCc1cccc(/C=N/NC(=O)CNc2ccccc2)c1O	-1	-1%	7	-3%	x	10%	39%[activator]	x	x	-1%	-36%
COCCN(C(=O)c1ccccc1)c1nnc(-c2cccnc2)s1	0	1%	-25	0%	-0.9%	0%	1%	-6%	-4%	-5%	-9%
COCCCNc1nc(N)c([N+](=O)[O-])c(N2CCCCCC2)n1	0	-10%	33[activator]	0%	0.6%	-2%	0%	u	3%	x	-29%

New compounds follow.
SMILES	FBPA coupling cs	PTAP TSG101 blk	Giardia killer	GALK inh	B2AR arrestin	S-ASM inh	Menin-MLL TR inh	BCR signal inh	Tb PFK block	PKM2 act	a7 integrin act
CCCN1CCN(C(=O)CS(=O)(=O)Cc2nc(-c3cccc(OC)c3)oc2C)CC1	7	-1%	29	1%	0.6%	9%	-11%	4%	0%	0%	-19%
CC(=O)Oc1ccc(C(=O)[C@H]2[C@H]3C(=O)N(c4ccc(C)cc4C)C(=O)[C@H]3[C@@H]3C=CC=NN32)cc1	-13	-1%	-3	0%	-0.4%	0%	x	u	-4%	u	-6%
Cc1csc(Cn2c(CN(C)C)nc3ccccc3c2=O)n1	3	-2%	12	-3%	-0.1%	1%	5%	u	0%	-1%	-16%
CC(=O)Nc1ccc(C2CC(c3ccc(Cl)cc3)=NN2c2ccccc2)cc1 (stereo unspecified)	2	0%	-2	3%	-0.4%	x	u	-2%	2%	x	-10%
COc1ccc(C(=O)NCCNc2nc3ccc(C)cc3cc2C#N)cc1	1	-2%	-11	-5%	0.0%	x	-4%	u	-3%	12%	11%
Oc1cc(NCc2cccnc2)ccc1-c1nc2ccccc2o1	-2	-7%	-2	4%	-0.8%	9%	u	12%	1%	-3%	-51%[inhibitor]
Cc1ccc(N/C=C/c2onc(C)c2[N+](=O)[O-])cc1	0	3%	5	-1%	0.3%	-11%	x	u	-17%	-2%	11%
O=C(CCCCCNC(=O)N1CCn2c1nc1ccccc12)NCc1ccccc1	2	-6%	21	13%	0.0%	2%	u	-1%	-24%	-1%	u
COc1cccc(/C(C#N)=C/c2c(-c3ccc(Cl)cc3)nc3c(C)cccn23)c1	1	-4%	-6	0%	-0.3%	-25%	-11%	1%	8%	9%	9%
COC(=O)c1cccc(S(=O)(=O)N2CCOCC2)c1	0	-7%	6&5	0%	-2.1%	-1%	1%	9%	-1%	0%	20%
CCOC(=O)C1=C(C)NC(C)=C(C(=O)OC)C1c1ccco1 (stereo unspecified)	-1	-2%	10	-3%	-0.7%	30%[activator]	x	0%	-1%	1%	15%
O=c1c2ccccc2nnn1CSc1nnc2ccccn12	-1	-6%	-4	-1%	-0.3%	6%	-11%	-8%	0%	-9%	13%
C/C(CC(=O)NCCCN1CCOCC1)=N\NC(=O)COc1ccc(C)cc1	3	-6%	17	0%	-0.6%	6%	-3%	-1%	-7%	2%	17%
COc1cccc(C(=O)NC2CCCC2)c1	-2	-3%	-10	-1%	0.1%	0%	-5%	-1%	2%	0%	7%
Cc1ccccc1-n1nnnc1SCC(=O)N(C)C1CCS(=O)(=O)C1 (stereo unspecified)	2	-4%	7	-1%	-0.2%	0%	-4%	0%	-2%	-1%	u
COc1cc(C2C(C#N)=C(N)Oc3n[nH]c(-c4ccncc4)c32)cc(OC)c1OC (stereo unspecified)	1	-11%	-10	2%	0.6%	4%	12%	8%	-4%	-1%	-1%
CC(C)CNS(=O)(=O)c1cc(C(=O)OCC(=O)N(C)C2CCS(=O)(=O)C2)c(Cl)cc1Cl (stereo unspecified)	-1	3%	8	4%	-0.6%	6%	x	u	0%	3%	-5%
Cc1ccc(C)c(NC(=O)c2ccccn2)c1	2	1%	-13	3%	-0.3%	-6%	10%	u	0%	-18%	2%
